M1 ag = M1 muscarinic receptor agonists, primary screen, CHO-M1 cells, Fluo-4 calcium, agonist mode; Muscarinic acetylcholine receptor M1; Fluo-4 calcium fluorescence; hits give high values; B-score at 10 µM; 3% of 64,000 active; AID 626, 2007;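 active means fluorescence rise, raw or as B-score row- and column-corrected plate score, outside the 99.7% band of its plate's samples, either direction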
M1 antag = antagonists of rat M1 muscarinic receptor. B-score at 10 µM. CHO-M1 cells, Fluo-4 calcium, ACh EC80 antagonist mode; hits give low values. 3.4% of 64,000 active;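 active means calcium fluorescence response, raw or row-and-column corrected B-score, differing from the plate sample mean either way at a set confidence level, mostly lower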
Target sequence (P08482 whole entry, looked up): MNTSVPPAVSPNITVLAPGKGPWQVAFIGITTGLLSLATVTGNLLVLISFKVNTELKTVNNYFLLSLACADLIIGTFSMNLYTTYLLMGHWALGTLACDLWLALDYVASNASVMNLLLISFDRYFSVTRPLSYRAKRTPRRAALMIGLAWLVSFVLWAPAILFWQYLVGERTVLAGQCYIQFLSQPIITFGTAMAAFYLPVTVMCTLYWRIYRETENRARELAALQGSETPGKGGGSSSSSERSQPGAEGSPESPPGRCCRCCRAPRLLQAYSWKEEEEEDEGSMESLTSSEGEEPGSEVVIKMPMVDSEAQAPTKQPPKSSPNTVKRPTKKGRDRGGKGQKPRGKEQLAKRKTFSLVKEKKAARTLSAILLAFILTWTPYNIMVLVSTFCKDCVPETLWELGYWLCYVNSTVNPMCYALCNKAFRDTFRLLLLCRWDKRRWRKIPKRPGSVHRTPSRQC
Fluor 339 460 = intrinsic fluorescence of library compounds, ex339/em460 – biochemical, MLSMR library, data from DPM-DC assay, artefact control, profiling panel; 5.5% of 65,000 active; fluorescence fold increase at 10 µM; compound autofluorescence, ex339/em460 nm, NADH buffer; hits give high values; 1 = no-compound wells, NADH background;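 active means at 10 µM, mean starting fluorescence two-fold or more over control wells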;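 further: signal is the first read of a kinetic run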
D1 mod = D1 CRE-luciferase signal change, two-sided – cell-based, HEK293 D1, dopamine EC30, D1 allosteric modulator project, primary screen; B-score at 10 µM; D(1A) dopamine receptor (Homo sapiens), P21728; dopamine EC30 potentiation; actives deviate in either direction; 5.9% of 58,000 active;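 active means luminescence count or its row- and column-corrected plate score outside the 99.7% band of the plate's sample wells, on either side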
Target sequence (P21728 whole entry, looked up): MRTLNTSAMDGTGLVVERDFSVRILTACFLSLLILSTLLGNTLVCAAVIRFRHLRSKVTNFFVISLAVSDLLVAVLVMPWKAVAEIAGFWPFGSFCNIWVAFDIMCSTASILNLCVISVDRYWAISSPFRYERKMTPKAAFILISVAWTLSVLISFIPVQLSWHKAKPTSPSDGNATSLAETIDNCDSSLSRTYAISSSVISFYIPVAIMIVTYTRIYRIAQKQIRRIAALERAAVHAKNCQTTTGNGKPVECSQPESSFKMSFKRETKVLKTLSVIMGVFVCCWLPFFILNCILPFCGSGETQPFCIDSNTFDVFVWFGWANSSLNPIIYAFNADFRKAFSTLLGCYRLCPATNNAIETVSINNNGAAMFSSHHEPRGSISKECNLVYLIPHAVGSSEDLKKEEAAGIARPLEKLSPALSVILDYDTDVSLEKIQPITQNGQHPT
NADH coupling = inhibitors of PK/LDH coupling enzymes, profiling panel, artefact control, biochemical, MLSMR library; coupled PK/LDH NADH assays, four targets; IC50, µM (highest dose often 10 µM), for inactives: at the highest dose inhibition; 0.02% of 65,000 active;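 active means single-dose screening hits from any of four coupled enzyme assays that gave an IC50 when retested across doses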;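 further: the DPM-DC format reads NADH fluorescence rather than 340 nm absorbance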
HER2 expr 66K = inhibitors of Her2 protein expression, primary screen, SKBR-3 cells, AlphaScreen, 66K library. HER2 level % of control, % at 10 µM. 0.69% of 65,000 active. SKBR-3 HER2 protein level, 18-24 h; hits give low values;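 active means HER2 level under 5% of the carrier-only control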;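 further: 100% = DMSO carrier and 0% = 500 nM PU-H71 HSP90 inhibitor; lower value means stronger loss of Her2 protein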
E coli RNAP = E. coli RNAP inhibitors, biochemical | 0.2% of 62,000 active | DNA-directed RNA polymerase subunit beta (Escherichia coli (strain K12)), P0A8V2 | E. coli RNA polymerase, fluorescence transcription assay | inhibition, %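 (tested at 10 µM)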; in the data active means inhibition above about 20%;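 further: 0% = enzyme without compound and 100% = no enzyme blank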
Hsp90 inh = tumor Hsp90 inhibitors, primary screen, cell lysate, fluorescence polarization, NCI-N417 lysate. Heat shock protein HSP 90-alpha (Homo sapiens), P07900. Cy3B-geldanamycin FP displacement. inhibition, % at 30 µM. 0.35% of 64,000 active;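 active means inhibition above 50%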;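 further: 0% = tracer plus lysate wells and 100% = tracer alone without lysate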
5HT1a ag = human 5-HT1a receptor agonists, primary screen, cell-based, CHO, Ga15 NFAT-bla reporter; 5-hydroxytryptamine receptor 1A (Homo sapiens), P08908; CHO 5-HT1a Ga15 NFAT-bla reporter, FRET ratio; 0% basal, 100% maximal reference agonist; activation, % at 10 µM; 0.56% of 65,000 active;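 active means activation above the screen-wide mean activation plus 3 SD, cut at about 19% in these data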;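 further: 0% = DMSO wells and 100% = 5-CT at EC100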
* hit, by the source's call; nt = not tested or not shown; [ ] = remark or other dose.

Preview (four entries):
SMILES	M1 ag	M1 antag	Fluor 339 460	D1 mod	NADH coupling	HER2 expr 66K	E coli RNAP	Hsp90 inh	5HT1a ag
CCSc1nnc(-c2ccccc2NC(=O)CC)c(=O)[nH]1	1.6	-0.069	1.1	1.1	2%	82	5	1	-2.8
c1ccc(CSCc2cn3ccsc3n2)cc1	0.017	0.14	1	-1.1	2%	95	9	-3	-2.7
CSc1nccc(Nc2ccccc2)c1C#N	-0.24	-0.0021	1.2	nt	4%	70	4	2	-0.5
CCOc1cccc(C2C(C#N)=C(N)Oc3cc(C)n(Cc4ccccn4)c(=O)c32)c1OCC (centres undefined)	-0.37	-0.22	1.2	nt	5%	82	-1	-2	1.4

Results (from the top)
SMILES	M1 ag	M1 antag	Fluor 339 460	D1 mod	NADH coupling	HER2 expr 66K	E coli RNAP	Hsp90 inh	5HT1a ag
CCSc1nnc(-c2ccccc2NC(=O)CC)c(=O)[nH]1	1.6	-0.069	1.1	1.1	2%	82	5	1	-2.8
c1ccc(CSCc2cn3ccsc3n2)cc1	0.017	0.14	1	-1.1	2%	95	9	-3	-2.7
CSc1nccc(Nc2ccccc2)c1C#N	-0.24	-0.0021	1.2	nt	4%	70	4	2	-0.5
CCOc1cccc(C2C(C#N)=C(N)Oc3cc(C)n(Cc4ccccn4)c(=O)c32)c1OCC (centres undefined)	-0.37	-0.22	1.2	nt	5%	82	-1	-2	1.4
COc1cccc(CNC(=O)C2CCN(S(=O)(=O)c3ccccc3)CC2)c1	-1.7	-0.63	1.1	0.67	5%	91	-3	-2	-1.3
CCC1CCCCN1Cc1nc2c(c(=O)n(C)c(=O)n2C)n1CCC(C)C (centres undefined)	0.00035	-0.87	1.1	-0.11	1%	nt	4	-2	-1.4
O=C(c1cc2cc(Br)ccc2oc1=O)N1CCN(c2ccccn2)CC1	0.43	-0.21	1.1	nt	0%	83	4	-12	-2.5
CSCC[C@H](NC(=O)Nc1cccc(C(F)(F)F)c1)C(=O)O	-0.73	0.25	1.1	0.55	11%	102	-5	0	1.5
Cc1ccccc1CN1CCN(S(=O)(=O)c2ccc(F)cc2)CC1	nt	nt	1.1	-0.0044	28%	106	8	-2	0.9
O=C(Nc1ccc(OC(=O)c2cccnc2)cc1)c1cccnc1	-0.99	0.34	1.1	nt	11%	102	1	2	-2.3
CN1C(=O)NC(c2ccc(O)cc2)C(C(=O)c2cccs2)C1(O)C(F)(F)F (centres undefined)	-0.041	-3.3*	1	-0.9	9%	75	7	-1	-4.0
Cc1ccc(NC(=O)NC2(C(=O)NCc3ccco3)CCCCC2)cc1	0.46	0.44	1.1	-1.2	6%	101	1	-1	-1.0
COc1cc(C(=O)OCCN2CCCCC2)ccc1O	-0.48	-0.082	1	nt	2%	112	8	-3	-0.1
N#Cc1c(N)nc2c(c1-c1cccnc1)CCCCC2	-0.44	0.027	1.5	2.1	8%	97	4	-3	-0.4
CCOC(=O)c1[nH]c(C(=O)O)c(CCC(=O)OC)c1C	nt	nt	1.1	nt	7%	108	nt	-2	nt
CCOC(=O)c1ccc(NC(=O)NCCN2CCCCC2)cc1	-0.067	-3.4*	1.1	0.071	2%	62	7	nt	8.1
Cc1ccc(C)c(NS(=O)(=O)c2ccc(OCC(=O)N3CCOCC3)cc2)c1	-0.81	0.14	1.1	0.42	4%	107	2	0	-1.2
Cc1noc(/C=C/N(C)C)c1S(=O)(=O)N1CCCC(C(=O)NCc2cccs2)C1 (centres undefined)	0.23	-1.1	0.98	0.46	8%	95	9	-3	-3.3
CC(C)Sc1nc2c(c(=O)n1C)SC(C)C2 (centres undefined)	0.34	-0.089	1.1	3.4*	1%	60	-4	0	-2.0
Nc1nc2nccc(-c3ccc(Cl)cc3)n2n1	0.59	0.32	3.8*	-0.88	12%[fluoresces]	97	-43	1	-2.5
Cc1noc(C)c1S(=O)(=O)N1CCCC(C(=O)NCCc2ccc(Cl)cc2)C1 (centres undefined)	-0.91	0.21	1.1	-0.097	2%	75	2	0	0.3
O=C(CSc1nnc(COc2ccc(Cl)cc2)o1)OC1CCCCC1	0.004	1.3	1.1	0.0052	2%	103	10	-1	-1.8
Cc1ccc(N2CC(C(=O)NCc3ccccn3)CC2=O)cc1 (centres undefined)	-0.1	1.8	1.1	-0.095	6%	91	-1	0	-2.9
CC1(C)Cc2c(C#N)c(N3CCCC3)nc(-c3ccco3)c2CO1	-0.049	-0.0047	2.2*	5.3*	9%[fluoresces]	84	4	-8	0.5
CCOc1ccc(-c2n[nH]c(C)c2Oc2ccc(OC)cc2)c(O)c1	-0.005	-0.68	1.1	0.22	6%	82	7	2	-0.7
C=CCn1c(SCCOC)nc2c1c(=O)[nH]c(=O)n2C	-0.18	0.8	1	2.6	1%	97	8	-1	-2.7
CN(C)c1ccc(-c2nn3c(-c4ccncc4)nnc3s2)cc1	-0.66	-0.0021	1.3	2.5	3%	77	7	-2	-4.1
Cn1c(C(=O)O)c(CC(=O)NCC2COc3ccccc3O2)c2ccccc21 (centres undefined)	-0.052	0.33	1.1	-0.96	5%	96	1	-2	-0.5
COCCNC(=O)C(c1ccc(C)o1)N(CC1CCCO1)C(=O)Cn1nnc2ccccc21 (centres undefined)	1.9*	-0.031	1.1	nt	2%	96	nt	-1	-1.5
COC(=O)C1=C(C)NC(C)=C(C(=O)OC)C1c1ccc(N(C)C)cc1	-0.29	0.38	1.1	1.8	9%	84	3	-1	-1.9
O=C1c2ccccc2C(=O)N1c1nc2nccc(-c3ccccc3)n2n1	-0.91	0.13	1.9	-0.32	8%	78	0	-3	1.1
CCOc1ccc(OCC)c(NC(=O)CN2CCN(c3cccc(C)c3C)CC2)c1	0.063	-0.57	1.1	nt	21%	126	3	nt	3.7
CCC(C)NC(=O)CS(=O)Cc1nc(-c2cccc(OC)c2)oc1C (centres undefined)	-0.48	-0.38	1.1	0.22	5%	90	9	-2	-0.3
CCc1nc(NCc2ccccn2)c2oc3ccccc3c2n1	4.2*	-2.3	1.1	nt	11%	109	7	nt	1.0
Nc1c(-c2ccc(Cl)cc2)nnn1-c1ccccc1	0.41	-3.2*	1.1	-1.7	3%	97	12	-1	0.0
O=C1OCC(Cn2c3ccccc3c3ccccc32)O1 (centres undefined)	0.48	0.9	1.1	0.035	0%	90	nt	-2	-3.6
CCN1CCc2c(C#N)c(NCc3ccccc3)nc(NCCO)c2C1	0.72	-1.4	2.3*	nt	5%[fluoresces]	94	-4	-10	1.1
Cc1nc(CSc2nnc(C)s2)cs1	1	-1	1.1	-0.069	6%	113	-5	-8	-1.7
C=CCNc1nc(-c2ccccc2)nc(-n2ccnc2)n1	1.2	0.48	1	8.7*	0%	99	0	1	-0.3
COc1ccc(OC)c(NC(=O)CS(=O)(=O)Cc2nc(-c3ccccc3C)oc2C)c1	-0.58	-0.55	1.1	1.2	0%	87	3	4	-1.2
COc1ccc(S(=O)(=O)N2C3CCC2CC(NC(=O)C2CC2)C3)cc1 (centres undefined)	-0.13	0.62	1.1	-0.69	5%	150	7	4	-1.0
CCCCN(CCCNC(=O)CN1C(=O)COc2ccccc21)c1ccccc1	-0.24	-0.21	1.1	-1.3	4%	173	2	nt	-2.1
COc1cc(NC(=O)C2CCCCC2)c(OC)cc1NC(=O)CCC(=O)NCc1ccco1	0.03	0.08	1.1	-0.77	5%	120	6	2	0.2
CCc1cc(=O)oc2c(CN3CCCC3)c(O)c(Cl)cc12	3.5	-0.22	2.3*	nt	2%[fluoresces]	59	nt	2	11
Cc1cc(NC(=O)Nc2cccs2)no1	0.028	-0.47	1.1	-0.16	5%	90	5	-4	-3.5
Cc1ccccc1Nc1ncnc2c1cnn2-c1ccccc1	0.69	-0.26	1	-1.5	1%	44	4	0	-2.9
COc1ccc(-c2nc(C)c(C(C)=O)n2O)cc1OC	0.075	-0.72	1	-0.51	3%	131	8	-1	1.6
COc1ccc(C2=CC(c3ccc(OC)c(OC)c3)n3nnnc3N2)c(OC)c1 (centres undefined)	0.95	0.73	1.4	9.3*	8%	120	3	-4	0.3
CSc1c[n+]2c(n1C)CCC2	-0.37	0.13	1.1	-0.57	3%	146	-9	0	-4.0
O=C(NCc1ccc2c(c1)OCO2)c1cc2c(s1)CSC2	-1.3	-0.19	1.2	-0.68	7%	94	6	1	-1.0
Cc1ccc(OCC(=O)Nc2ccc(-c3nc4ncccc4o3)cc2)cc1	0.069	0	3.7*	-0.073	4%[fluoresces]	76	4	1	-2.4
COc1ccc(CN2CCCC2C(=O)Nc2ccc(OC)c(OC)c2)cc1OC (centres undefined)	-0.053	0.79	1	-0.01	1%	105	3	-4	0.2
Cc1ccc(NC(=O)c2ccc(S(=O)(=O)N3CCCC3)cc2)cc1	-0.0092	-0.24	1.1	-0.94	2%	138	nt	-1	-2.8
O=C(COC(=O)CNC(=O)c1ccc(Br)o1)Nc1ccc2c(c1)OCCO2	-1.2	0.13	1	-0.87	6%	118	6	0	0.1
COc1ccc(-c2nnn(CC(=O)c3ccc4c(c3)OCCO4)n2)cc1OC	-0.58	-0.035	1.1	-0.055	2%	102	10	-1	-1.3
COc1cccc(-n2c(SCC(=O)NCCC3=CCCCC3)nc3n[nH]c(C)c3c2=N)c1	0.37	-1.3	1.1	0.093	4%	71	0	3	0.2
CC(=O)c1cccc(OCCN2C(=O)NC(C)(C)C2=O)c1	-0.81	0.5	1.1	0.19	6%	91	4	-7	-1.0
CCOC(=O)c1cc2c(=O)n3ccccc3nc2n(CCOC)c1=NC(=O)c1ccncc1	2.2*	0.069	2.2*	0.73	3%[fluoresces]	74	-5	nt	8.6
Cc1nnc(NC2=NCCC2)o1	0.29	0.49	1	-0.17	4%	89	8	-4	-1.1
CCSc1nc2c(c(=O)[nH]c(=O)n2C)n1Cc1ccc(Cl)cc1	-0.078	1.2	1	5.5*	5%	136	7	-2	1.6
Going on with the list.
SMILES	M1 ag	M1 antag	Fluor 339 460	D1 mod	NADH coupling	HER2 expr 66K	E coli RNAP	Hsp90 inh	5HT1a ag
NC(=O)C1CCN(C(=O)CCCCCn2c(=O)[nH]c3ccsc3c2=O)CC1	0.39	-1.1	1.1	0.56	3%	107	13	nt	1.1
O=C(Cn1nnc(-c2ccc(CN3CCOCC3)cc2)n1)NC1CCCCC1	-0.24	-0.48	1.1	-0.07	3%	101	6	0	-2.8
CC(=O)OCCCN1C(=O)c2ccc(Br)cc2C1=O	-0.48	-0.43	1.1	0.61	8%	113	0	-1	-1.2
Cn1c(=O)c2c(ncn2CC(=O)Nc2cc(Cl)c(Cl)cc2Cl)n(C)c1=O	-0.0024	0.024	1.1	nt	12%	59	5	1	-6.1
O=C(NC(=O)c1ccc(Cl)cc1)Nc1cc(N2CCCCC2)ncn1	-0.2	1	1	0.21	2%	86	8	3	-0.7
CCOC(=O)c1ccccc1NC(=O)CN1C(=O)CCS(=O)(=O)c2ccccc21	0.053	0.16	1.1	nt	1%	81	2	-1	-1.9
COc1ccc(CN(Cc2ccncc2)C(=O)CCC(=O)O)cc1	0.035	-0.24	1.1	0.91	7%	92	-1	-4	-0.5
COc1ccc2c(c1)C(=O)CC(c1ccccc1F)O2 (centres undefined)	-0.17	0.85	1.6	1.1	8%	66	11	1	-0.4
O=C1N=C(N2CCCCC2)SC1=C1CCCC1	0.12	-1.5	1.1	0.25	3%	100	-8	-4	-0.2
O=S(=O)(Cc1ccc(Cl)cc1)NCC1CCCO1 (centres undefined)	-0.56	-1.1	1.1	-0.45	2%	96	nt	2	-2.7
